PAFAH2 FP inh = inhibitors of human PAFAH2 | 340,000 tested, 0.99% active | recombinant PAFAH2, FP-rhodamine activity probe, fluorescence polarization | Q99487 | AID 492956 | inhibition, % at 3.39 µM;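 active means inhibition above the mean over all tested compounds plus 3 SD, cut at about 30% in these data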;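 further: inhibitors block probe labeling of enzyme so polarization drops; 0% = enzyme with DMSO and 100% = wells lacking PAFAH2 protein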
PAFAH1B2 FP inh = blocks human PAF acetylhydrolase 1b catalytic subunit 2; P68402; recombinant PAFAH1B2, FP-rhodamine activity probe, fluorescence polarization; inhibition, % at 3.39 µM; 340,000 tested, 1.2% active; AID 492953;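 active means inhibition above the mean of all tested compounds plus 3 SD, cut at about 24% in these data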;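 further: 0% = enzyme with DMSO and 100% = wells lacking PAFAH1B2; many of its hits are not listed in these tables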
Target sequence (P68402 whole entry, looked up): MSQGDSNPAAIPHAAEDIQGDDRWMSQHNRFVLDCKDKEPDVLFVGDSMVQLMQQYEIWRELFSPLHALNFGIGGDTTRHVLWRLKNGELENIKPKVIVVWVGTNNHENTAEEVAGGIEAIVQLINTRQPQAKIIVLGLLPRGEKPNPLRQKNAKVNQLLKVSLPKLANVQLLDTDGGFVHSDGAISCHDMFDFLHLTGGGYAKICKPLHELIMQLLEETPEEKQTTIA
PME-1 primary = PME-1 (human) inhibition; Q9Y570; recombinant PME-1, FP-Rh probe fluorescence polarization; inhibition, % at 5.9 µM; 320,000 tested, 0.53% active;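 active means inhibition above the campaign mean of all compounds plus 3 SD, cut at about 26% in these data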;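 further: competitive labeling of PME-1 active site by serine hydrolase directed probe; 0% = PME-1 with DMSO and 100% = wells lacking PME-1 enzyme; inhibitors block probe labeling so polarization falls and inhibition rises; many of its hits are not listed in these tables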
GSTO1 inh = GSTO1 inhibition, counter-screen for RBBP9 inhibitors. recombinant GSTO1, activity-based probe fluorescence polarization. inhibition, % at 5.96 µM. 300,000 tested, 1.1% active. AID 1974;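 active means inhibition above the campaign mean inhibition plus 3 SD, cut at about 35% in these data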;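 further: 0% = GSTO1-1 with DMSO and 100% = wells lacking GSTO1-1 enzyme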
Target sequence (P78417 whole entry, looked up): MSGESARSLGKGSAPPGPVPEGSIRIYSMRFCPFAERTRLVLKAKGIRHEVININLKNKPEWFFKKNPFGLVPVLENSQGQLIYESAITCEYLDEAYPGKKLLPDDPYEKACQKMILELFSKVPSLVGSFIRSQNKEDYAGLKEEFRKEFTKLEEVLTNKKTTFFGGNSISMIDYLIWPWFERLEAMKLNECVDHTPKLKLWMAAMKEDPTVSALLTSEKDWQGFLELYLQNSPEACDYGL
PAD4 FP inh = PAD4 (human) enzyme inhibition. 330,000 tested, 0.41% active. inhibition, % at 6.36 µM. recombinant PAD4, RCA probe fluorescence polarization. Q9UM07;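 active means percent inhibition above a cutoff equal to the mean of all tested compounds plus 3 SD, cut at about 15% in these data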;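 further: 0% = PAD4 with RCA probe and DMSO and 100% = probe without PAD4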
PAFAH1B3 inh = PAFAH1B3 (human) inhibition | AID 492972 | recombinant PAFAH1B3, FP-rhodamine probe, fluorescence polarization | 340,000 tested, 0.28% active | inhibition, % at 3.39 µM | Q15102;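 active means inhibition above the screen-wide average of all tested compounds plus 3 SD, cut at about 25% in these data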;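 further: 0% = enzyme with DMSO only and 100% = wells lacking PAFAH1B3 protein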
Target sequence (Q15102 whole entry, looked up): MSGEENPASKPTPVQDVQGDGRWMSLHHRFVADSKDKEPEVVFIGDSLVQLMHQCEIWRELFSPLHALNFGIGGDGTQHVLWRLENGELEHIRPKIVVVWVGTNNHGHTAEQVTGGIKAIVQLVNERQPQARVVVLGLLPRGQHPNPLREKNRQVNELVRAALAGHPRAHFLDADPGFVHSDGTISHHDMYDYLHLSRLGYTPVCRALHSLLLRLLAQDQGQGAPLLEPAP
pPAFAH FP inh = pPAFAH (human) enzyme inhibition. AID 463082. recombinant pPAFAH, FP-rhodamine probe fluorescence polarization. Q13093. inhibition, % at 3.39 µM. 330,000 tested, 1.5% active;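 active means inhibition above the mean inhibition across the screen plus 3 SD, cut at about 25% in these data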;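 further: inhibitors block binding of the rhodamine activity-based probe so polarization drops; 0% = enzyme with DMSO and 100% = wells lacking pPAFAH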
Fam108B inh = blocks mouse Fam108B hydrolase in RBBP9 counter-screen | inhibition, % at 9.51 µM | AID 1947 | recombinant Fam108B, FP-Rh probe fluorescence polarization | 300,000 tested, 0.33% active;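 active means inhibition above the screen mean inhibition plus 3 SD, computed separately per campaign, cut at about 18% in these data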;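 further: inhibitors lower polarization as less probe binds the enzyme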
LYPLA1 inh = counter-screen for PME1 inhibitors: inhibitors of human LYPLA1; O75608; recombinant LYPLA1, FP-Rh probe fluorescence polarization; inhibition, % at 5.9 µM; 320,000 tested, 0.16% active; AID 2174;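 active means inhibition above the mean of all tested compounds plus 3 SD, set per campaign, cut at about 14% in these data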;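 further: inhibitors block serine hydrolase probe labeling of LYPLA1 so polarization falls; 0% = enzyme with DMSO and 100% = wells lacking LYPLA1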
Target sequence (O75608 whole entry, looked up): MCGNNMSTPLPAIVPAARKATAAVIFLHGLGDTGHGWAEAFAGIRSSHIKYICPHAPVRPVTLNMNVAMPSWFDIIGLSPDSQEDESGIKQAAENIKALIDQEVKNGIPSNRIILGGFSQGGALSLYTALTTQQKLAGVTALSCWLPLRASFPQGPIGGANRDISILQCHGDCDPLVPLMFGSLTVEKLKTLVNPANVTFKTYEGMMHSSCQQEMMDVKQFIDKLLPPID
* hit, by the source's call; . = no result given.

SMILES	PAFAH2 FP inh	PAFAH1B2 FP inh	PME-1 primary	GSTO1 inh	PAD4 FP inh	PAFAH1B3 inh	pPAFAH FP inh	Fam108B inh	LYPLA1 inh
O=C(c1ccc2c(c1)OCO2)N1CCN=C1SCc1cccnc1	1	-3	4	12	2	-2	0	-4	5
CN(C)C(CNC(=S)Nc1cccc(Cl)c1)c1cccnc1 (centres undefined)	14	5	-9	-1	1	2	5	-4	3
CC(C)C(C(=O)NCC1CCCO1)N(Cc1ccco1)C(=O)CNS(=O)(=O)c1ccc(F)cc1 (centres undefined)	22	2	3	5	2	7	34*	2	3
COc1ccc(NC(=O)c2cnc(SC)n2-c2ccc(F)cc2)c(OC)c1	-7	6	1	-2	-3	1	5	3	2
O=C(Cc1ccccc1)Nc1cccc(-c2nnc(-c3ccco3)o2)c1	-1	5	-2	-10	-6	5	4	1	-1
CN(C)CCOCCOc1ccccc1-c1ccccc1	5	-1	-2	-1	1	2	3	16	-2
COc1cnc(-c2ccccc2)c(-c2ccccc2)n1	2	6	-5	-4	-2	8	6	-1	1
CC1CC(C)(C)NC(=S)N1CCCC(=O)Nc1ccc(F)cc1 (centres undefined)	5	5	6	1	-3	8	1	-3	5
O=C(O)C1CCN(Cc2ccccn2)CC1	-5	5	-2	-1	2	-1	-1	3	3
Cc1c(Cl)cccc1NC(=O)CC(NCCN1CCOCC1)C(=O)O (centres undefined)	-4	1	-6	-4	4	7	-1	-1	3
COc1ccc(C(=O)NCc2ccc(C)cc2)cc1S(=O)(=O)N1CCCC1	-1	0	5	.	-6	10	2	.	0
NS(=O)(=O)c1cc(C(=O)OCC(=O)c2ccccc2)c(Cl)cc1Cl	8	1	3	0	4	3	4	-1	0
c1ccc2nc(N3CCN(Cc4ccc5c(c4)OCO5)CC3)cnc2c1	6	5	-11	-4	-4	-2	2	-3	-1
O=C(Nc1ccc(Cl)c(Cl)c1)Nc1ccon1	-23	-4	-20	-15	-1	-2	-10	-23	-22
CC(=O)Nc1ccc(S(=O)(=O)Nc2nc3ccccc3nc2Nc2ccc(O)cc2)cc1	7	3	2	8	-6	11	11	4	0
COc1ccc(CN(N=O)C2CC(=O)N(c3ccc(OC)cc3)C2=O)cc1 (centres undefined)	.	.	1	1	-4	.	2	-1	-1
COc1ccccc1N1CC(C(=O)Nc2nnc(SCC(=O)NC(C)C)s2)CC1=O (centres undefined)	-4	10	6	4	-3	4	3	-1	-2
CN(C)c1ccc(C(=O)N(Cc2ccccc2)Cc2ccccc2)cc1	-1	4	-2	1	-6	4	21	4	-1
O=C(COC(=O)c1cc(S(=O)(=O)N2CCCC2)ccc1O)Nc1ccc(F)cc1F	42*	8	.	.	2	0	0	.	.
COc1ccc(C)cc1NC(=O)C(=O)NCc1ccncc1	0	1	-2	5	0	9	-3	0	-2
CS(=O)(=O)N(CC(=O)Nc1ccc(F)cc1)C1CCCCC1	-10	3	0	8	-2	1	-5	-3	-1
COc1cc(OC)cc(C(=O)N[C@H](C(=O)NCCc2ccc(S(N)(=O)=O)cc2)C(C)C)c1	4	2	-4	-2	-4	8	-1	2	-4
CCOC(=O)N1CCc2c(sc(NC(=O)CCS(=O)(=O)c3ccccc3)c2C(N)=O)C1	4	-3	-2	4	-3	-1	-7	-9	-3
C/C(=N\NC(=O)c1cccc([N+](=O)[O-])c1)c1cccs1	1	1	2	9	3	10	0	0	-1
O=C(NCCS(=O)(=O)N1CCN(c2ccc(F)cc2)CC1)C12CC3CC(CC(C3)C1)C2	2	16	8	-4	0	3	-1	4	4
The list continues.
SMILES	PAFAH2 FP inh	PAFAH1B2 FP inh	PME-1 primary	GSTO1 inh	PAD4 FP inh	PAFAH1B3 inh	pPAFAH FP inh	Fam108B inh	LYPLA1 inh
C=C(C)COc1ccc2c(C)c(CC(=O)N3C[C@H]4C[C@@H](C3)c3cccc(=O)n3C4)c(=O)oc2c1	5	4	-5	-5	0	4	5	-4	-3
CC(C)CCSc1nc2[nH]ncc2c(=O)[nH]1	-7	5	-2	7	-1	-2	-1	-2	-7
NC(=O)c1ccccc1NS(=O)(=O)Cc1ccc(Cl)cc1	1	8	0	1	2	-1	3	-2	0
CC(=O)Nc1ccc(/C=N/NC(=O)CNS(=O)(=O)c2ccccc2)cc1	2	-2	-4	-5	-7	1	-2	-6	4
COC(=O)c1ccccc1NC(=O)c1cc(-c2ccc(C)cc2)on1	4	1	-3	4	-1	7	-3	0	-1
COc1ccc(S(=O)(=O)N2CCN(C(=O)NC3CCCCC3)CC2)cc1OC	7	3	2	6	-1	-9	-5	1	0
CC(=O)C1=C(O)C(=O)N(Cc2ccco2)C1c1ccccc1F (centres undefined)	-2	10	4	8	-4	0	4	1	1
O=C(/C=C/c1ccccc1)N/C(=C/c1ccccc1)C(=O)Nc1ccccc1O	-1	0	-6	-2	0	-10	-5	-3	-6
CC1=C(C(=O)OCC(C)C)C(c2ccsc2)NC(=O)N1 (centres undefined)	-2	6	7	-4	1	8	9	-5	-7
COc1ccc(CNCc2cccc(OC)c2OC)cc1Br	3	4	2	4	-8	9	4	-6	2
O=C(Nc1ccncc1)c1ccc(Cl)c(S(=O)(=O)N2CCCC2)c1	-4	0	3	7	-2	2	0	2	-4
CC(C)COc1ccc(C(=O)Nc2ccccc2[N+](=O)[O-])cc1	6	3	-4	-2	-3	4	11	-3	4
CC(=O)NC1=NN(C(C)=O)C(C)(CC(=O)OC(C)(C)C)S1 (centres undefined)	4	1	-6	9	-5	-4	7	1	1
CC(C)(C)c1ccc(C2C(C#N)=C(N)Oc3n[nH]c(-c4cccnc4)c32)cc1 (centres undefined)	-40	-10	-38	-8	-13	-27	21	-32	-14
COc1ccc(/C=C/c2c([N+](=O)[O-])c(=O)n(C)c(=O)n2C)cc1OC	-1	3	-6	2	-2	-6	1	2	-2
Cc1ccccc1C(=O)Nc1ccnn1C1CCN(Cc2ccc(CO)o2)CC1	8	-2	-3	-1	0	5	4	-1	5
Nc1nc(-c2ccc(Cl)cc2)c(S(=O)(=O)c2ccccc2)s1	1	7	9	-1	2	-4	-4	-1	-3
CC1CCN(S(=O)(=O)c2ccc(NC(=O)Cc3ccc(S(=O)(=O)N4CCOCC4)s3)cc2)CC1	-14	5	-12	-26	3	-5	0	-19	-18
CCc1ccc(C2C(C#N)=C(N)SC(N)=C2C#N)cc1	-12	-11	-11	-12	-11	-7	2	-30	-14
COCCN(C(=O)c1csnn1)C(C(=O)NC1CCCC1)c1ccccc1 (centres undefined)	3	8	-8	7	0	8	-2	-2	2
O=C(CN1CCN(c2ccc(F)cc2)CC1)NC(=O)NCc1ccco1	4	-2	3	1	1	5	7	0	-3
C=C(C)Cn1c(-c2ccccc2)nc2ccccc21	-6	5	-5	10	3	6	-4	1	0
COc1ccccc1NC(=O)CSc1nnc(CSc2nc(C)cc(C)n2)o1	-8	8	2	-2	1	-5	-4	0	0
CC1CCN(C(=O)CSc2nnc(-c3ccncc3)n2C)CC1	-6	3	-2	3	-2	2	0	1	-1
COc1ccc(/C=C/C(=O)NC(=S)N2CCN(c3ccccc3OC)CC2)cc1	7	-4	-8	3	0	-5	0	-7	-7

Rewritten comma-delimited: entries from further up
SMILES,PAFAH2 FP inh,PAFAH1B2 FP inh,PME-1 primary,GSTO1 inh,PAD4 FP inh,PAFAH1B3 inh,pPAFAH FP inh,Fam108B inh,LYPLA1 inh
C=C(C)COc1ccc2c(C)c(CC(=O)N3C[C@H]4C[C@@H](C3)c3cccc(=O)n3C4)c(=O)oc2c1,5,4,-5,-5,0,4,5,-4,-3
CC(C)CCSc1nc2[nH]ncc2c(=O)[nH]1,-7,5,-2,7,-1,-2,-1,-2,-7
NC(=O)c1ccccc1NS(=O)(=O)Cc1ccc(Cl)cc1,1,8,0,1,2,-1,3,-2,0

Remaining list, next part
SMILES	PAFAH2 FP inh	PAFAH1B2 FP inh	PME-1 primary	GSTO1 inh	PAD4 FP inh	PAFAH1B3 inh	pPAFAH FP inh	Fam108B inh	LYPLA1 inh
Cc1ccc(C)c(OC(=O)c2cccnc2Cl)c1C	1	-1	9	7	-1	-7	7	-2	-6
Cc1cccc(NC(=O)CSc2nnnn2C)n1	-7	5	0	6	1	9	4	-1	3
Cc1ccccc1C(=O)Nc1ccnn1C1CCN(Cc2ccccn2)CC1	-9	-5	4	7	3	-10	0	-2	0
Cc1ccc(S(=O)(=O)N2CCN(C(=O)c3ccccn3)CC2)cc1	-2	6	1	3	1	-6	6	-1	6
COC(=O)C1CCN(C(=O)/C=C/c2ccc(OC)cc2)CC1	3	2	-2	-2	-1	-5	2	1	1
COC(=O)c1ccc(C2=NOC(C)(c3nnc(Cc4ccccc4)o3)C2)cc1 (centres undefined)	1	4	-3	0	-5	9	-1	-1	-5
COc1ccccc1/C=C(/C(=O)OCC(=O)Nc1ccccc1C(C)C)c1ccccc1	14	-5	-2	2	5	-2	5	-10	-8
CCCCN(CC)c1nc(-c2ccncc2)nc2ccccc12	3	4	-6	0	-5	-7	9	6	-3
O=S(=O)(Nc1ccc2cn[nH]c2c1)c1ccc(Cl)s1	5	-1	2	0	-1	4	1	-2	0
CCC(C)c1ccccc1OCCOCCN1CCCC1 (centres undefined)	0	-5	2	-1	3	3	0	2	0
O=C(Cn1c2[n+](c3ccc(C(F)(F)F)cc31)CCCCC2)Nc1ccc(Br)cc1	-10	6	-5	1	-14	1	-8	-11	-4
COc1ccc([N+](=O)[O-])cc1N(CC(=O)N1CCOCC1)S(C)(=O)=O	4	5	-2	6	-3	0	0	3	-2
COCCn1c(SCC(N)=O)nnc1-c1c[nH]c2ccccc12	5	2	-9	-6	-4	2	-6	-2	1
COc1ccc(/C=C/C(=O)N2c3ccccc3Sc3ccc(C(F)(F)F)cc32)cc1	-11	1	-10	4	-1	8	5	-3	-6
COC(=O)c1ccccc1NC(=O)C1CCN(C(=O)c2cc(OC)c(OC)c(OC)c2)CC1	1	1	1	0	0	1	1	2	3
COc1cccc(C(=O)N2c3ccccc3Sc3ccccc32)c1	-2	0	1	0	-4	3	3	-5	-5
O=C(Cc1cccs1)N1CCCC(c2nc(-c3ccc(S(=O)(=O)N4CCCC4)cc3)no2)C1 (centres undefined)	-1	2	10	2	-11	0	3	0	3
Cn1c(N)c(C#N)c2c(c1=S)COC(C)(C)C2	4	5	-3	19	6	-2	-7	-3	3
N#Cc1cccc2cnccc12	4	0	-2	1	4	6	2	-2	2
COc1cc2c(cc1OC)C(C)N(C(=O)Nc1ccc(F)cc1)CC2 (centres undefined)	9	2	1	4	-2	4	3	4	3
CC(=O)NCCc1ccc(S(=O)(=O)NCc2ccc3c(c2)OCO3)cc1	1	4	4	5	3	5	6	-5	0
Cc1c(C(=O)NCCC2=CCCCC2)sc2ncnc(N3CCCCC3C)c12 (centres undefined)	4	4	4	2	0	2	15	-4	-6
Cc1ccc(N(C(=O)CCl)C(C(=O)NC2CCCCC2)c2cccnc2)cc1C (centres undefined)	.	.	-1	99*	1	.	4	1	0
O=C(CC1C(=O)NCCN1C(=O)Nc1ccccc1)Nc1ccc2c(c1)OCCO2 (centres undefined)	-2	5	3	-11	-6	5	7	0	-2
O=C(N/N=C/c1sc(N2CCOCC2)nc1-c1ccccc1)c1cccc(S(=O)(=O)N2CCOCC2)c1	-1	3	-8	-39	-9	15	7	15	-7
Cc1cc(NC(=O)Cc2ccccc2)ccc1NC(=O)c1cccs1	7	-2	-1	-3	-2	0	-1	-3	0
Cc1ccc(-n2nnnc2SC(C)C(=O)Nc2ccccc2-c2ccccc2)cc1 (centres undefined)	5	0	6	1	-1	-2	-5	0	-3

A portion of the library (hit frequency here may not be typical).
